HepG2 tox – qHTS for Inhibitors of TGF-b: Cytotox Counterscreen; HepG2 CAGA-GFP viability, ATP luminescence, 18 h; Potency, µM (titrated, usually from 46.1 µM), without a hit: at the highest dose activity change, negative = cytotoxicity, hits mostly cytotoxic; actives 0.76% (n = 410,000); further: potency means the concentration at half of the fitted maximal effect; some results filed as inactive show a strong effect at the top dose
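HepG2 CAGA-GFP cells (1000/well, DMEM with 1% FBS) received compound, then TGF-beta at 500 pg/mL final, and were incubated 18 hours at 37 degrees C. Viability was read by CellTiter-Glo luminescence. Media-only wells were set as complete cell-killing and DMSO as no toxicity.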
ATXN2 expr inh – Primary qHTS for Inhibitors of ATXN expression | HEK-293 ATXN2-luciferase reporter, luminescence, 24 h | Potency, µM (doses to about 57 µM), inactives show at the highest dose activity change, negative = inhibition, most hits filed as inhibitors | AID 1745845, 2022 | actives 0.72% (n = 360,000); further: potency means the concentration at half of the fitted maximal effect; on the % scale 0 is the no-effect control and ±100 the full control effect; nearly all actives have a fitted effect of over 55% in size
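qHTS (up to 57 uM final) was run with 24 h compound exposure of reporter cells at 37 °C. Each well was multiplexed: SteadyGlo luminescence measured ATXN2-luciferase expression after a fluorogenic Gly-Phe-AFC viability readout (25 uM final).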
TGFb SMAD3 inh – qHTS for Inhibitors of TGF-b. actives 1.2% (n = 410,000). HepG2 CAGA-GFP TGF-b/SMAD3 reporter, GFP fluorescence, 18 h; TGF-beta stimulated, 500 pg/mL final. Potency, µM (doses to about 46.1 µM), for the others: at the top dose activity, negative = inhibition, usual class: inhibitors; further: potency means the concentration at half of the fitted maximal effect; on the % scale 0 is the no-effect control and ±100 the full control effect; nearly all actives have a fitted effect of over 65% in size
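HEPG2 CAGA-GFP cells (1000/well, DMEM with 1% FBS) were pre-incubated 2 h at 37 degrees C, given compound by pin tool, then stimulated with TGF-beta at 500 pg/mL final for 18 h before per-cell GFP fluorescence imaging.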
MCF10A rereplic – A quantitative high throughput screen for small molecules that induce DNA re-replication in MCF 10a normal breast cells. AID 624296, 2012. actives 2.9% (n = 350,000). Potency, µM (top dose mostly 46.1 µM), without a hit: at the top dose activity, positive = re-replication, actives largely listed as activators. MCF 10A DNA re-replication, Hoechst nuclear intensity, 48 h; further: potency means the concentration at half of the fitted maximal effect; % of control where 0% means no effect; nearly all actives have a fitted effect of over 50% in size
A549 viability – Nrf2 qHTS screen for inhibitors: counterscreen for cytotoxicity; A549 ARE-Fluc cells, CellTiter-Fluor viability, 18-24 h; Potency, µM (series often up to 46 µM), without a hit: at the top dose activity change, negative = cytotoxicity, most hits filed as inhibitors; actives 0.16% (n = 390,000); AID 504648, 2011; further: potency means the concentration at half of the fitted maximal effect; on the % scale 0 is the no-effect control and ±100 the full control effect
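A549 ARE-Fluc cells in 5% FBS OPTI-MEM, 5000 cells/well, rested 2 h then exposed to compounds in concentration-response for 18-24 h at 37 °C. Viability by CellTiter-Fluor fluorescence (Ex 405/Em 525) after 30 min; luciferase luminescence (BugLite, 15 min, RT) read afterwards.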
IL1B secr inh – qHTS for Inhibitors of Inflammasome Signaling: IL-1-beta AlphaLISA Primary Screen; actives 4.7% (n = 360,000); THP-1 LPS/ATP IL-1B secretion, AlphaLISA, 16 h; active compounds read low; AID 743279, 2014; activity change, % at 57.5 µM; in the data active means activity change below about -50%; inconclusive means mostly about -30% to -49%; further: on the % scale 0 is the no-effect control and ±100 the full control effect
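Secreted IL-1B measured by AlphaLISA bead assay after 16 h compound exposure of THP-1 cells; compounds (final up to 57.5 uM) added 1 h before LPS (250 ng/mL) and ATP (1.25 mM) stimulation; lower signal means less secretion.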
Nrf2 block – Nrf2 qHTS screen for inhibitors; A549 ARE-Fluc reporter, luciferase luminescence, 18-24 h; AID 504444, 2011; Potency, µM (top dose mostly 46 µM), inactives show top-dose activity change, negative = inhibition, hits mostly inhibitors; actives 2.1% (n = 360,000); further: potency means the concentration at half of the fitted maximal effect; on the % scale 0 is the no-effect control and ±100 the full control effect; nearly all actives have a fitted effect of over 60% in size
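A549 ARE_Fluc cells, 5000/well, 5% FBS OPTI-MEM; compounds in dose-response, 18-24 h at 37 °C/5% CO2; CellTiter-Fluor viability read (Ex 405/Em 525), then BugLite luciferase luminescence = Nrf2 activity.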
ATXN viability – Viability Counterscreen for Primary qHTS for Inhibitors of ATXN expression; S2 cells (HEK-293 line with an ATXN2-luciferase reporter) viability, CellTiter-Fluor protease fluorescence, 24 h; actives 0.49% (n = 400,000); Potency, µM (titrated, usually from 56.7 µM), actives largely listed as cytotoxic; AID 651635, 2014; further: potency means the concentration at half of the fitted maximal effect; nearly all actives have a fitted effect of over 40% in size
Nrf2 ARE act – qHTS of Nrf2 Activators; AREc32 ARE-luciferase reporter (MCF7-derived line), luminescence, 24 h; Potency, µM (doses to about 46.1 µM), inactives show at the highest dose activation, usual class: activators; actives 0.31% (n = 410,000); further: potency means the concentration at half of the fitted maximal effect; % of control where 0% means no effect; nearly all actives have a fitted effect of over 65% in size
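Steps: seed AREc32_Fluc cells (1000/well, 5% FBS OPTI-MEM); incubate overnight at 37 deg C; add 23 nL compound; incubate 24 hr; add Steady-Glo; hold 30 min RT; read luminescence.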
The depositor's hits bear a star; i = inactive; u = inconclusive; x = no result given; & = joins results of further samples; [ ] = remark or other dose. Unless noted, the call rests on the fitted dose curve; in most records, active means well fitted curve in the direction sought with a large enough effect; inconclusive means small, poorly fitted or top-dose-only effect, or another doubt; inactive means no such curve, though single readings can be large; an effect the other way counts as inactive or inconclusive.

1: O=C(Nc1c(C(=O)N2CCOCC2)cnn1-c1ccccc1)c1ccccc1F
2: Cc1nn(Cc2ccc(F)cc2)c(C)c1NC(=O)C1c2ccccc2Oc2ccccc21
3: CC(C)c1ccc(CN2C(=O)c3ccccc3S2(=O)=O)cc1
4: COc1ccc(-c2nc(SCC(=O)NC3CCCC3)c(-c3ccc(C)cc3)[nH]2)cc1OC
5: Cc1[nH]c(=O)sc1C(=O)NCc1ccc([N+](=O)[O-])cc1
6: CC(C)OC(=O)c1cccnc1N1CCN(c2ccc(F)cc2)CC1
7: O=C1N[C@H](Cc2ccccc2)C(=O)N[C@H]1Cc1cn(S(=O)(=O)c2ccccc2)c2ccccc12
8: Cc1oc(-c2ccccc2Cl)nc1CS(=O)CC(=O)NCc1ccco1 (stereo unspecified)
9: CCOCCCN(C(=O)Nc1ccc(CC)cc1)C1CCN(C(C)=O)CC1
10: Cn1c2ccccc2c(=O)c2c(=O)n(Cc3ccccc3)c(-c3ccc(F)cc3)nc21
screen / no.	1	2	3	4	5	6	7	8	9	10
HepG2 tox	6%	-4%	-9%	-20%	6%	-13%	10%	-1%	1%	12%
ATXN2 expr inh	8%	-10%	0%	x	1%	-19%	-4%	x	-25%	8%
TGFb SMAD3 inh	-4%	-28%	17%	u	0%	2%	1%	2%	-15%	0%
MCF10A rereplic	6%	18µM*	22%	x	x	1%	-8%	19%	-1%	-1%
A549 viability	0%	-13%	2%	-12%	x	x	-6%	6%	-4%	6%
IL1B secr inh	15	-25	10	x	21	0	-20	5	2	26
Nrf2 block	2%	u	u	4%	x	-7%	-10%	5%	13%	4%
ATXN viability	i	i	i	x	i	i	u	i	i	i
Nrf2 ARE act	0.1%	6.5%	1.1%	3.6%	0.3%	-0.1%	3.6%	15%	0.3%	-0.7%

11: COc1ccc(S(=O)(=O)Nc2cc(C)on2)cc1OC
12: O=C(CSc1ccc(-c2ccco2)nn1)NC1CCCC1
13: CCOC(=O)COc1cc([N+](=O)[O-])cc2cccnc12
14: Cc1cc(C)cc(N(CCC(=O)Nc2nnc(C)s2)S(=O)(=O)c2ccc(Cl)cc2)c1
15: CSCC[C@H](NC(=O)C1CCN(C(=O)[C@H](Cc2ccccc2)NS(=O)(=O)c2ccc(C)cc2)CC1)C(=O)O
16: COC(=O)c1cc(S(=O)(=O)N2CCN(c3ccccc3)CC2)c[nH]1
17: CCOC(=O)Nc1cccc(OCC(=O)Nc2ccc(OC)cc2OC)c1
18: O=S(=O)(c1ccccc1)N1CCN(c2nnnn2-c2ccccc2)CC1
19: CCN(CC)S(=O)(=O)c1ccc(C(=O)Nc2nc3c(Cl)cc(Cl)cc3s2)cc1
20: NC(=O)c1ccccc1Br
screen / no.	11	12	13	14	15	16	17	18	19	20
HepG2 tox	-1%	6%	-7%	7%	4%	0%	0%	-9%	-23%	-1%&-1%
ATXN2 expr inh	1%	x	-7%	-9%	-11%	-30%	-5%	4%	-15%	4%
TGFb SMAD3 inh	3%	5%	-8%	0%	6%	-18%	-6%	-9%	u	3%&7%
MCF10A rereplic	-4%	1%	-2%	u	-1%	0%	26%	u	x	3%
A549 viability	-8%	6%	7%	-2%	0%	0%	u	-5%	u	5%&-5%
IL1B secr inh	19	30	-3	30	16	-14	53	-5	x	40
Nrf2 block	-7%	2%	-1%	-10%	17%	10%	15µM*	4%	x	14%&2%
ATXN viability	i	i	i	i	i	i	i	i	i	i
Nrf2 ARE act	0.2%	17%	-0.5%	-0.6%	-0.7%	-1.1%	1.5%	-0.7%	-1.5%	-0.4%

21: O=C(Nc1ccc(N2CCN(C(=O)c3ccccc3F)CC2)cc1)c1cncc(Br)c1
22: Nc1ccccc1SSc1ccccc1N
23: CCCCn1c(C(C)NC(=O)CC)nc2ccccc21 (stereo unspecified)
24: COc1ccccc1NC(=O)C1CCCN(C(=O)Nc2ccc(F)cc2)C1 (stereo unspecified)
25: CCOc1ccccc1NC(=O)c1cc2cc(C)ccc2n1C
26: Cc1oc2cc3c(C(=O)N4CCCCC4)c(C)oc3cc2c1C(=O)N1CCCCC1
27: CS(=O)(=O)c1ccc(-c2nnc(NC(=O)c3cccc(N4C(=O)CCC4=O)c3)o2)cc1
28: O=C(Nc1ccccc1)NC1CCCCNC1=O (stereo unspecified)
29: O=C(NCc1ccc(F)cc1)c1cc(C2CCCCN2S(=O)(=O)c2cccc3cccnc23)on1 (stereo unspecified)
30: O=C(NCCCNC(=O)c1cc(Cl)ccc1Cl)c1ccccn1
screen / no.	21	22	23	24	25	26	27	28	29	30
HepG2 tox	-7%	-100%	-1%	-1%	-6%	11%	13%	9%	-4%	-20%
ATXN2 expr inh	-20%	x	-23%	-16%	13%	38%[activator]	5%	-12%	-7%	-20%
TGFb SMAD3 inh	-1%	u	-14%	-1%	4%	16%	-1%	20%	-21%	1%
MCF10A rereplic	u	15%	-3%	1%	x	5%	1%	0%	x	0%
A549 viability	-10%	2%	-1%	-6%	-4%	1%	0%	1%	x	1%
IL1B secr inh	-58*	-97*	29	-7	x	21	9	12	-12	-13
Nrf2 block	u	-9%	11%	5%	5%	13%	u	18%	x	-24%
ATXN viability	i	u	u	i	i	i	i	i	i	i
Nrf2 ARE act	-0.8%	23%	1.2%	0.2%	6.4%	0.2%	0.2%	-0.5%	2.7%	0.2%

31: Cc1ccccc1NC(=O)C(C)OC(=O)CCC(=O)c1ccccc1 (stereo unspecified)
32: O=[N+]([O-])c1ccc(Sc2nnnn2-c2ccccc2)nc1
33: OC[C@@H]1CN(Cc2cccc3ccccc23)C[C@H](n2cnc3c(NCc4ccco4)ncnc32)O1
34: COc1ccc(N(C(=O)c2snc(C(N)=O)c2N)C(C(=O)NC2CCCC2)c2cc(OC)ccc2OC)c(OC)c1 (stereo unspecified)
35: CCN(CC)C(=O)CN1CCN(c2ccccc2F)CC1
36: Cc1ccc(C)c(Nc2c([N+](=O)[O-])c(=O)oc3ccccc23)c1
37: CC(=O)c1ccc(NC(=O)c2ccc3c(c2)C(=O)N(c2ccccn2)C3=O)cc1
38: O=C(CCc1nnc(-c2ccsc2)o1)N1CCc2c(Cl)cccc2C1
39: O=C1C=CC(=O)N1N(c1ccccc1)c1ccccc1
40: COC(=O)c1cccc(NC(=O)Cc2ccsc2)c1
screen / no.	31	32	33	34	35	36	37	38	39	40
HepG2 tox	-4%	-94%	-26%	-2%	-16%	-7%	-3%	-5%	-38%	20%
ATXN2 expr inh	x	u	0%	-16%	3%	-19%	5%	x	u	4%
TGFb SMAD3 inh	-23%	16µM*	-22%	4%	-4%	u	-1%	-5%	-33%	10%
MCF10A rereplic	x	3.7µM*	x	29%	16%	u	1%	-6%	5.2µM*	-2%
A549 viability	x	u	x	1%	1%	-6%	-11%	14%	-17%	1%
IL1B secr inh	u	-97*	u	-25	20	-58*	10	79	u	-15
Nrf2 block	x	-2%	x	u	-14%	u	-14%	u	u	12%
ATXN viability	i	u	u	i	i	i	i	i	u	i
Nrf2 ARE act	0.3%	-2.7%	4.5%	0.3%	-0.7%	0.2%	2.9%	8.1%	u	-0.2%

41: O=C(OCCN1CCOCC1)c1cccc(F)c1
42: CCc1ccc2oc(=O)cc(CN3CCN(CCO)CC3)c2c1
43: Cn1c(=O)c2c(nc(N3CCCCC3)n2C)n(C)c1=O
44: CS(=O)(=O)c1ccc(N2CCN(C3CC(=O)NC3=O)CC2)cc1 (stereo unspecified)
45: CN(C)CCNc1c2c(c(C#N)c3nc4ccccc4n13)CCCC2
46: O=C(c1ccc(Cl)cc1)N1CCCCC1CCN1CCOCC1 (stereo unspecified)
screen / no.	41	42	43	44	45	46
HepG2 tox	17%	-1%	-1%	5%	5%	-8%
ATXN2 expr inh	-6%	-4%	-5%	-2%	-11%	x
TGFb SMAD3 inh	0%	1%	-7%	8%	0%	u
MCF10A rereplic	1%	6%	-8%	2%	u	x
A549 viability	4%	15%	2%	-5%	-6%	4%
IL1B secr inh	3	4	17	3	6	x
Nrf2 block	-1%	1%	-6%	22%	u	-1%
ATXN viability	i	i	i	i	i	x
Nrf2 ARE act	-0.6%	2.4%	0.0%	3.9%	6.2%	0.1%

By substructure, those above with a nitro group on carbon.
5: Cc1[nH]c(=O)sc1C(=O)NCc1ccc([N+](=O)[O-])cc1
13: CCOC(=O)COc1cc([N+](=O)[O-])cc2cccnc12
32: O=[N+]([O-])c1ccc(Sc2nnnn2-c2ccccc2)nc1
36: Cc1ccc(C)c(Nc2c([N+](=O)[O-])c(=O)oc3ccccc23)c1
screen / no.	5	13	32	36
HepG2 tox	6%	-7%	-94%	-7%
ATXN2 expr inh	1%	-7%	u	-19%
TGFb SMAD3 inh	0%	-8%	16µM*	u
MCF10A rereplic	x	-2%	3.7µM*	u
A549 viability	x	7%	u	-6%
IL1B secr inh	21	-3	-97*	-58*
Nrf2 block	x	-1%	-2%	u
ATXN viability	i	i	u	i
Nrf2 ARE act	0.3%	-0.5%	-2.7%	0.2%

Source: PubChem BioAssay (National Center for Advancing Translational Sciences (NCATS))
